Source: PubChem BioAssay (several laboratories)
FXIIa inh – blocks human coagulation factor XIIa protease activity. P00748. purified FXIIa, Boc-QGR-AMC fluorogenic substrate, 2 h. inhibition, % at 5 µM. hit rate 0.3% among 220,000; in the data active = inhibition above about 40%;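 note: 0% = enzyme with no compound and 100% = blank without enzyme; many of its hits are not listed in these tables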
p97 inhibitor – blocks human p97 ATPase activity; hit rate 0.42% among 220,000; recombinant p97 ATPase, Kinase-Glo ATP luminescence, 3 h; AID 1481; P55072; inhibition, % at 8 µM; in the data active = inhibition above about 15%;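 note: 0% = DMSO vehicle and 100% = wells lacking enzyme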
Rad51 HR inh – Rad51 (human) homologous recombination inhibition; hRad51 DNA strand exchange, fluorescence dequenching; inhibition, % at 10 µM; hit rate 0.085% among 200,000;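 active = inhibition above 40% at the single screening dose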;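 note: 0% = DMSO control wells and 100% = blanks with heterologous ssDNA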
Target sequence (Q06609 whole entry, looked up): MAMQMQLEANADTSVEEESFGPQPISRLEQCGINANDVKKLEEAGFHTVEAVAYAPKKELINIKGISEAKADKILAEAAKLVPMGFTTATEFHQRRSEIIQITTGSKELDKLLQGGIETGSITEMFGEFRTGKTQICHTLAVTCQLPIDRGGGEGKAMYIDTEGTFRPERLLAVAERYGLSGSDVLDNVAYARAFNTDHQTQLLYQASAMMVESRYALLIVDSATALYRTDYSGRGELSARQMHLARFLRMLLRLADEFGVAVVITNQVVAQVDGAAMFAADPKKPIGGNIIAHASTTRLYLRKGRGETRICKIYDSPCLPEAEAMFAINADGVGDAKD
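Read-out basis: percent inhibition relative to plate controls and blanks / Assay system: human Rad51 nucleoprotein filaments preassembled on unlabelled ssDNA / Timing: filaments 15 min 37 °C, then compound 30 min / Control set: per-plate controls and blanks / Technique: fluorescence dequenching at 485/520 nm / Compound: 10 µM final, single point / Also added: Fluorescein- and BHQ1-tagged 47-mer duplex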
14-3-3 Bad inh – disrupts binding of bovine 14-3-3 zeta to phospho-Bad peptide; P63103; inhibition, % at 21.7 µM; TR-FRET 14-3-3zeta/Dy647-pBad peptide displacement, 1 h; AID 781; hit rate 0.71% among 220,000;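 active = inhibition above about 70%, limit read from the data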;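 note: 0% = full 14-3-3 plus peptide FRET controls and 100% = background without 14-3-3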
KLK5 inh – inhibitors of human kallikrein 5. AID 873. recombinant hK5, fluorogenic AMC substrate cleavage. Q9Y337. hit rate 0.59% among 210,000. inhibition, % at 5 µM;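 active = inhibition of 40% or more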;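 note: 0% = enzyme controls without compound and 100% = no-enzyme blanks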
Wee1 degr inh – inhibitors of human Wee1 degradation; P30291; reporter increase, % at 5 µM; hit rate 1.2% among 220,000; AID 1321; HeLa Luc-Wee1K328M stability, luciferase luminescence; 100% = proteasome inhibitor MG132 effect;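 active = activation above the mean of all tested compounds plus 3 SD, set per screening run, cut at about 8.8% in these data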;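 note: cells exposed to compound for 20 h before luminescence read; 0% = DMSO alone and 100% = MG132 at 30 µM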
FXIa inh – inhibitors of human coagulation factor XIa; P03951; purified FXIa, Boc-Glu-Ala-Arg-AMC fluorogenic substrate; inhibition, % at 5 µM; hit rate 0.14% among 220,000; AID 798;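 active = inhibition of at least 40%; inactive = inhibition below 40%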;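 note: fluorescence of freed AMC excited at 355 nm; 0% = enzyme without compound and 100% = no enzyme blank; many of its hits are not listed in these tables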
Mdm2 ligase inh – blocks human Mdm2 ubiquitin ligase activity; cell-based MDM2 ubiquitination luciferase reporter, 2 h; 0 = plate control, 100 = twice control, blank-subtracted; signal enhancement, % at 5 µM; hit rate 0.11% among 210,000; AID 1230;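 active = signal enhancement of 30% or more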;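 note: luminescence tracks abundance of the self-degrading MDM2-luciferase fusion protein; higher signal means inhibition of MDM2 E3 ligase activity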
Target sequence (Q00987 whole entry, looked up, the tested form may be a part): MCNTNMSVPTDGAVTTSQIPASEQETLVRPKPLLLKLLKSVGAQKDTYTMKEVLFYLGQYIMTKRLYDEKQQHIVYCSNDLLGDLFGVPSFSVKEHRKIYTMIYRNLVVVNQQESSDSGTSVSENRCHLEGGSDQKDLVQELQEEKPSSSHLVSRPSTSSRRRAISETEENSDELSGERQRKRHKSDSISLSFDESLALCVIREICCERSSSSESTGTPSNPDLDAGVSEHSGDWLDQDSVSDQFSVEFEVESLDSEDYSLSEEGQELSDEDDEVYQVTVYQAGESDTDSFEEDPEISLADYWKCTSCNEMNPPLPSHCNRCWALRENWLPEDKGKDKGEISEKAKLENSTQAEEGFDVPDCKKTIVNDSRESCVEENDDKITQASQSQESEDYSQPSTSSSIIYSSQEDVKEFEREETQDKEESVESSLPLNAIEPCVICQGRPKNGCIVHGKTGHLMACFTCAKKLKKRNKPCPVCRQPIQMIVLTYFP
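System: stable MDM2–luciferase fusion reporter cells / Input: 2000 cells seeded into each well / Schedule: 4 h settle plus 2 h compound, 37 °C / Compound: single-point 5 µM / Buffer or medium: cells held in DMEM / Benchmarks: control and blank well means / Evaluation: percent signal gain over controls, blank-subtracted / Measured by: luciferase luminescence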
eIF4E-4G inh – blocks eIF4E binding to eIF4G; inhibition, % at 21.7 µM; hit rate 0.37% among 220,000; AID 782; P63073+Q04637; TR-FRET eIF4E-eIF4GI(517-606) binding, 2 h;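 active = inhibition above about 30%, limit read from the data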;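 note: 0% = full FRET control wells and 100% = background wells lacking eIF4GI fragment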
* marks the source's active call; other numbers are inactive results; . = not tested or not shown; [ ] = remark or other dose.

#	SMILES	FXIIa inh	p97 inhibitor	Rad51 HR inh	14-3-3 Bad inh	KLK5 inh	Wee1 degr inh	FXIa inh	Mdm2 ligase inh	eIF4E-4G inh
1	COc1ccc(Cc2nnc(SCc3ccc([N+](=O)[O-])cc3)o2)cc1	9	-3	-9	-4	0	2	4	-10	2
2	CN(C)CCCNC(=O)c1cc2c3ccccc3n(C)c2s1	10	2	6	8	1	-2	1	-1	1
3	O=C(NCc1cccs1)c1cccnc1Cl	3	0	8	-7	-13	2	-1	-6	-5
4	Cc1ccc(S(=O)(=O)NCCCNc2ccc([N+](=O)[O-])cc2)cc1	17	-5	-6	11	21	-4	7	-16	0
5	CCc1nnc(NC(=O)c2cc(S(=O)(=O)N3CCN(c4ccccc4)CC3)ccc2Cl)s1	17	-3	-1	4[fluorescence artefact?]	3	-3	8	1	-14
6	O=C(O)C1C2C=CC3(CN(C4CCCC4)C(=O)C13)O2 (configuration not stated)	27	0	2	-4	-10	-1	24	-24	3
7	C/C(CC(=O)NC(C)(C)C)=N\NC(=O)c1ccccc1N	27	-3	-6	-1	25	5	26	-16	-1
8	O=C(O)CCSc1nnc(-c2ccc3c(c2)OCO3)o1	5	1	2	3	-2	-1	-2	-25	16
9	CC(=O)OC(C(=O)N1CCN(c2ccccc2F)CC1)c1ccccc1 (configuration not stated)	-6	-4	-6	8	4	1	2	-20	2
10	O=C1c2ccccc2C(=O)N1CCCCN(C(=O)c1cc([N+](=O)[O-])ccc1Cl)c1ccc(Cl)cc1	20	-4	-1	22[fluorescence artefact?]	26	3	15	-4	-24[fluorescence artefact?]
11	OCCC1CN(C2CSCCSC2)CCN1Cc1ccccc1 (configuration not stated)	10	2	.	-7	9	3	11	-8	2
12	Oc1ccc2oc3c(c2c1)CCCC3	20	-1	5	-1	-6	-3	4	4	12
13	O=C(c1ccc(Cl)cc1)C1C2C(=O)N(c3ccccc3)C(=O)C2C2CCCN21 (configuration not stated)	12	1	-1	7	5	0	16	-23	-14
14	O=c1nc(-c2ccccc2)cn[nH]1	11	1	2	-7	3	3	4	-7	-1
15	CSc1nnc(-c2ccc(C(F)(F)F)nc2C)o1	7	-5	11	-2	-12	2	3	-3	-3
16	CC1(C)CC(=O)C=C(NNC(=O)C2CCCCC2)C1	13	-7	-7	-3	-14	-3	8	-4	0
17	NC(=O)CSc1nnc2ccc(-c3ccco3)nn12	10	1	27	-1	-4	-1	0	-16	-3
18	N#C/C(=C\c1cccs1)C(=O)NCc1ccccc1	8	3	-11	-1	-3	2	1	-8	3
19	CCN=C1SC(CC(=O)Nc2ccccc2)C(=O)N1CC (configuration not stated)	18	1	-7	-2[fluorescence artefact?]	-4	4	8	-15	-4[fluorescence artefact?]
20	CS(=O)(=O)c1cccc(NC(=O)C2CC2)c1	7	1	-4	-5	-3	0	-8	-5	-1
21	O=C(Nc1nnc(Cc2ccccc2)s1)c1cnccn1	6	2	22	-16	0	8	0	-2	0
22	OC(C#Cc1ccccn1)c1cccs1 (configuration not stated)	11	-3	-69	2	1	-1	3	8	2
23	Fc1ccc(C2CC(c3ccco3)=NN2c2ccccc2)cc1 (configuration not stated)	-22	-5	3	-10	-184	2	-18	4	-2
24	O=S(=O)(c1ccc(OCC(O)CNC23CC4CC(CC(C4)C2)C3)c(Cl)c1)N1CCOCC1 (configuration not stated)	8	-4	14	-1	12	0	-2	-14	0
25	O=C(Nc1ccccc1C(=O)NCCc1ccccc1)c1ccco1	9	3	-5	10	1	-3	-1	-22	4
26	CNC(=O)COc1ncnc2sc(C)c(C)c12	11	-2	-10	15	-19	1	0	-7	-3
27	CNC(=O)COC(=O)/C=C/c1ccco1	11	-1	.	-7	3	-3	1	-16	0
28	Cc1cccc(NC(=O)C2CCCN(S(=O)(=O)c3ccc4c(c3)oc(=O)n4C)C2)c1 (configuration not stated)	13	0	1	-3	1	4	1	.	0
29	Cc1cc(NC(=O)CSc2cn(CCNC(=O)c3ccc(F)cc3)c3ccccc23)no1	5	-5	-3	-9	4	-2	0	-16	3
30	CC(C)C(NC(=O)c1ccc(F)cc1)C(=O)OCC(=O)N1CC(=O)Nc2ccccc21 (configuration not stated)	3	5	10	0	-13	1	4	1	1

Reprinted at random: 2 entries already listed
#	SMILES	FXIIa inh	p97 inhibitor	Rad51 HR inh	14-3-3 Bad inh	KLK5 inh	Wee1 degr inh	FXIa inh	Mdm2 ligase inh	eIF4E-4G inh
30	CC(C)C(NC(=O)c1ccc(F)cc1)C(=O)OCC(=O)N1CC(=O)Nc2ccccc21 (configuration not stated)	3	5	10	0	-13	1	4	1	1
20	CS(=O)(=O)c1cccc(NC(=O)C2CC2)c1	7	1	-4	-5	-3	0	-8	-5	-1

Next structures
#	SMILES	FXIIa inh	p97 inhibitor	Rad51 HR inh	14-3-3 Bad inh	KLK5 inh	Wee1 degr inh	FXIa inh	Mdm2 ligase inh	eIF4E-4G inh
31	CCOC(=O)C1=C(C)NC2=C(C(=O)CC(C)(C)C2)C1c1cccc(C)n1 (configuration not stated)	26	4	11	-15	-32	7	19	-12	-4
32	O=C(O)CCCC(=O)Nc1nc(-c2ccccc2)cs1	17	3	-5	-12	21	-4	-7	-11	-1
33	CCCCCCCCCC(=O)N/N=C/c1ccc(C)s1	3	-2	1	-2	-1	-1	-9	-18	52*[fluorescence artefact?]
34	Cc1ccccc1Oc1ccc(-c2nc(N)nc(N)n2)cc1	4	-6	-1	5	4	-2	-3	-24	-1[fluorescence artefact?]
35	COc1ccc(NC(=O)C(CCS(C)(=O)=O)NC(C)=O)cc1 (configuration not stated)	1	4	8	-5	4	-2	-6	-6	6
36	COCc1cc(C)nc(N/N=C/c2ccc(Cl)c(Cl)c2)c1C#N	8	-5	-3	16	-10	-1	5	-10	-1
37	CC1CCN(C(=O)Oc2ccccc2)CC1	2	0	-12	-9	-29	-1	-6	-1	6
38	CC(C)CCN1CCN(Cc2cn[nH]c2C2CCCCC2)CC1CCO (configuration not stated)	14	-1	-4	-6	-1	2	-2	-10	-1
39	O=C(OCC(=O)N1CCN(C(=O)c2ccco2)CC1)c1sc2ccccc2c1Cl	1	2	5	-7	-21	1	-11	-13	-1
40	COc1ccc(CN2CCOCCOCCOCCOCC2)cc1	10	0	20	1	2	-1	-2	-6	-2
41	CC1CCCN(C(=O)c2cc3c(-c4ccc(Cl)cc4)nn(C)c3s2)C1 (configuration not stated)	18	-3	-6	4	-5	-1	5	-29	2
42	COCCCNC(=O)CCc1nc(-c2ccccc2)no1	7	-3	3	5	0	0	-6	-1	-5
43	Cc1sc2ncnc(Sc3ccccc3C(=O)Nc3ccc(Br)cc3)c2c1C	13	3	-7	-17	-4	-1	4	-1	0
44	NC(=O)c1ccccc1NC(=O)Nc1cccc(Cl)c1	8	2	-9	10	-23	0	3	-9	4
45	O=C(COc1ccccc1)Nn1cnc2ccccc21	5	-2	3	39[fluorescence artefact?]	-30	-1	-13	-11	3

Values in list order from above.
p97 inhibitor, compounds 16 to 21 → -7, 1, 3, 1, 1, 2
eIF4E-4G inh, compounds 16 to 21 → 0, -3, 3, -4[fluorescence artefact?], -1, 0
KLK5 inh, compounds 16 to 21 → -14, -4, -3, -4, -3, 0

The list continues.
#	SMILES	FXIIa inh	p97 inhibitor	Rad51 HR inh	14-3-3 Bad inh	KLK5 inh	Wee1 degr inh	FXIa inh	Mdm2 ligase inh	eIF4E-4G inh
46	N#Cc1c(N)nc(SCc2ccccc2)c(C#N)c1-c1ccco1	-17	2	-10	-14	-4	-2	-12	-10	6[fluorescence artefact?]
47	CN1CCN(Cc2nc(Cc3cccc(F)c3)no2)CC1c1ccccc1 (configuration not stated)	3	2	1	-8	-1	-1	-5	-7	-1
48	COC(=O)/C(=C/c1cn(C(C)=O)c2ccccc12)[N+](=O)[O-]	0	5	-2	-3	-1	0	-2	-13	2
49	O=C(O)CCC(=O)Nc1ccc(C(=O)N2CCCCC2)cc1	18	3	-7	-8	2	4	7	3	-4[fluorescence artefact?]
50	CCC1Oc2ccccc2N(CC(=O)NCCCN2CCCCC2C)C1=O (configuration not stated)	5	-1	3	-5	-30	0	-3	-23	14[fluorescence artefact?]
51	Cc1cc(C)c(NC(=O)C(C)Sc2nnc(-c3ccco3)n2-c2ccccc2)c(C)c1 (configuration not stated)	13	8	3	4	-11	-1	-8	7	4
52	CC1(C)Cc2c(sc3c2c(=O)n(-c2ccc(Cl)cc2)c(=O)n3CC(N)=O)CO1	9	-4	11	1	-5	0	5	1	-1
53	CCc1ccccc1NC(=O)CSc1nnc(CCNC(=O)OC(C)(C)C)o1	4	-4	.	-3	-2	6	-3	-2	-5
54	Cc1ccc(S(=O)(=O)Oc2cccc(/C=N/n3cnnc3)c2)cc1	10	5	6	-10	-18	-1	6	-7	-1
55	CC(C)OCCCn1c(-c2ccc(Br)cc2)c[nH]c1=S	3	-6	-1	-8	-3	3	-4	-6	-2
56	Cn1c(=O)c2c(nc(CN3CCN(Cc4ccccc4)CC3)n2CCN2CCOCC2)n(C)c1=O	-18	-1	-2	-3	-6	-2	6	14	-7
57	COc1cnc(-c2ccccn2)nc1Oc1ccc(Cl)cc1	-8	1	3	6[fluorescence artefact?]	-8	-1	-10	-6	-4[fluorescence artefact?]
58	O=C(Nc1ccc[n+](CC(=O)c2cccc3ccccc23)c1)c1ccccc1	6	4	1	6	-17	1	7	-6	7[fluorescence artefact?]
59	CC1CN(Cc2cnc(Cl)s2)CC(C)O1 (configuration not stated)	-3	1	10	-11	-16	2	-2	-13	-9
60	CCCn1nnc(NC(=O)Cc2ccccc2)n1	9	-3	-1	10[fluorescence artefact?]	-4	0	5	-3	0[fluorescence artefact?]
61	Cc1ccc(S(=O)(=O)CCC(=O)Nc2ccc(F)cc2)cc1	-7	-6	-9	13	-16	5	-7	-8	-7
